Screening results (PubChem BioAssay)
EPAC1 agonist = agonists of human EPAC1; EPAC1 agonist qHTS, biochemical assay; response scale: 100% = response to 6.5 mM cAMP; Potency, µM (highest dose often 154 µM), without a hit: at the top dose activation, usual class: activators; actives 0.073% (n = 360,000); note: potency is the fitted concentration of half-maximal effect; nearly all actives have a fitted effect of over 60% in size
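Nucleotide exchange by EPAC1 (100 nM) on Rap1B–BODIPY-GDP (250 nM) in the presence of 50 uM GDP is tracked fluorescently at 480/540 nm over 30 min. Signals are normalized to a 6.5 mM cAMP control.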
PLK1 PBD inh = inhibitors of human PLK1 polo-box domain binding | AID 720504 | Plk1 PBD binding of FITC phosphopeptide, fluorescence polarization | Potency, µM, for the others: max response, negative = inhibition, actives largely listed as inhibitors | P53350 | actives 2.8% (n = 360,000); note: potency is the fitted concentration of half-maximal effect; series mostly up to about 57 µM; % is set by controls: 0 for no effect and ±100 for the full control effect; nearly all actives have a fitted effect of over 65% in size
PI5P4K alpha inh = PI5P4K alpha (human) kinase inhibition. P48426. PI5P4Kalpha enzyme, ADP-Glo luminescence, 60 min; stronger effect = lower value. max response, %. actives 1.2% (n = 330,000); active = max response of -50% or lower; inconclusive = between -30% and -50%; inactive = -30% or higher; note: value at the top dose of about 77 µM; % is set by controls: 0 for no effect and ±100 for the full control effect
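ADP-Glo luminescence end-point after a 60 min room-temperature kinase reaction. PI5P4Kalpha and substrate in HEPES pH 7.4 buffer with EGTA, 0.1% CHAPS and 5% DMSO; ATP at 5 microM final.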
CCT chaperon mod = changes cytosolic chaperonin activity; purified chaperonin ATPase assay, HTRF ADP detection, 30 min; activity change, % (test concentration not listed), hits read low; actives 0.3% (n = 360,000); in the data active = activity change below about -30%; note: % is set by controls: 0 for no effect and ±100 for the full control effect
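Nucleotide hydrolysis assay: TRiC at 20–40 nM final (set by batch activity) with 10 uM ATP, 30 min at 37 °C, in presence of 76 uM compound. Detection by competitive ADP HTRF, 30 min ambient.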
Mm-Cpn inhibitor = blocks the Methanococcus maripaludis chaperonin Mm-Cpn | purified Mm-Cpn ATPase, ADP Transcreener TR-FRET | Potency, µM (highest dose often 76.9 µM), without a hit: at the highest dose activity, negative = inhibition, actives largely listed as inhibitors | actives 0.031% (n = 330,000) | AID 504842; note: potency is the fitted concentration of half-maximal effect; % is set by controls: 0 for no effect and ±100 for the full control effect; nearly all actives have a fitted effect of over 80% in size
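Eu-cryptate anti-ADP/ADP-d2 competition gives a ratio inversely related to ADP. Enzyme at 25 nM was pre-exposed to compound for 10 min, then given 10 uM ATP for 30 min, 37°C throughout.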
EPAC1 antag = blocks human EPAC1 exchange factor; O95398; EPAC1 GEF assay, Rap1b-BODIPY-GDP exchange fluorescence; Potency, µM (doses to about 115 µM), inactives show at the highest dose activity change, negative = inhibition, most hits filed as inhibitors; actives 0.14% (n = 360,000); AID 720709;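 note: potency is the fitted concentration of half-maximal effect; plate controls were vehicle for no effect and positive control for full effect; nearly all actives have a fitted effect of over 50% in size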
EPAC2 antag = blocks human EPAC2 exchange factor | Q8WZA2 | EPAC2 GEF exchange of Rap1B-BODIPY-GDP, fluorescence | actives 0.18% (n = 360,000) | Potency, µM (series often up to 114 µM), inactives show top-dose activity, negative = inhibition, usual class: inhibitors; note: potency is the fitted concentration of half-maximal effect; % is set by controls: 0 for no effect and ±100 for the full control effect; nearly all actives have a fitted effect of over 45% in size; many of its hits are not listed in these tables
Target sequence (Q8WZA2 whole entry, looked up): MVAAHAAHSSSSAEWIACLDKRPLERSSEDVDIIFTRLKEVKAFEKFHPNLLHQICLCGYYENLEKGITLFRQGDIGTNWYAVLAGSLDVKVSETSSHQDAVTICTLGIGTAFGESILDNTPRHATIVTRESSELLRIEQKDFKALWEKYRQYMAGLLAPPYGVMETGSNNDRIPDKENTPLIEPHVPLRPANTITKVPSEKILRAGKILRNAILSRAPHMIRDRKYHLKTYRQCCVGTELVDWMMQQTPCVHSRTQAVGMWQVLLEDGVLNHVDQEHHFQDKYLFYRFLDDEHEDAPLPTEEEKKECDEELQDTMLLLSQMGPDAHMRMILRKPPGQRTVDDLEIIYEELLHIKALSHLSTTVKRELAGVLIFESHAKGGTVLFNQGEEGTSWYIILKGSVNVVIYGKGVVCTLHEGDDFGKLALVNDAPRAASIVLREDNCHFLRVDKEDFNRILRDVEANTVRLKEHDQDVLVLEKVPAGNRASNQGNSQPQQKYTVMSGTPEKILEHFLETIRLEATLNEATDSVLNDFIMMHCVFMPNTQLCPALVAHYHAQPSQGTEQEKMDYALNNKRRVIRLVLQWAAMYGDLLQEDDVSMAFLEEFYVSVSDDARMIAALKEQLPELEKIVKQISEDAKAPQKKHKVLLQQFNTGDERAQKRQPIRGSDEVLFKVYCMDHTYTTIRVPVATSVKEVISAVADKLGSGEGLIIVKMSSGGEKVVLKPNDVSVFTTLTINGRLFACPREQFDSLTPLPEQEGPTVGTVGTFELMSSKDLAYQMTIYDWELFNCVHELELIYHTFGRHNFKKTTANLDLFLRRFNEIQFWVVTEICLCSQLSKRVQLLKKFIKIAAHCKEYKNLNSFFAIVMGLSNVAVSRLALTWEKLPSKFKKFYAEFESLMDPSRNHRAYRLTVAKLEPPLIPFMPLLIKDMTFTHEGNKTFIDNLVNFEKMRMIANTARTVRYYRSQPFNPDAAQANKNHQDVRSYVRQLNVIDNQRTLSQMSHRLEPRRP
WRN helicase inh = WRN helicase (human) inhibition. Q14191. WRN helicase unwinding, fluorescent forked duplex, kinetic. actives 0.46% (n = 360,000). AID 651768. Potency, µM (highest dose often 114 µM), without a hit: top-dose activity change, negative = inhibition, actives largely listed as inhibitors; note: potency is the fitted concentration of half-maximal effect; % is set by controls: 0 for no effect and ±100 for the full control effect; nearly all actives have a fitted effect of over 55% in size
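Screening of the MLSMR collection measured strand separation of a quenched forked DNA duplex (100 nM) by 20 nM WRN with 2 mM ATP, all final. Compounds were preincubated with enzyme 15 min at room temperature.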
Active calls of the source: *. Unless noted, calls come from the whole dose curve; as a rule, active = well fitted curve in the direction sought with a large enough effect; inconclusive = small, poorly fitted or top-dose-only effect, or another doubt; inactive = no such curve, though single readings can be large; an effect the other way counts as inactive or inconclusive.

`COc1ccc(-c2cn3cc(Cl)ccc3n2)cc1OC` gave EPAC1 agonist 17%, PLK1 PBD inh -13%, PI5P4K alpha inh -4, CCT chaperon mod -0.2, Mm-Cpn inhibitor 1%, EPAC1 antag -28%, EPAC2 antag -4% and WRN helicase inh -15%.
`CCOc1nc(Oc2cccc(C(=O)O)c2)nc(Oc2cccc(C(=O)O)c2)n1` gave EPAC1 agonist 5%, PLK1 PBD inh -1%, PI5P4K alpha inh 1, CCT chaperon mod -7.1, Mm-Cpn inhibitor 0%, EPAC1 antag 0%, EPAC2 antag 4% and WRN helicase inh -2%.
Cc1[nH]n(-c2ccc(Br)cc2)c(=O)c1/C=N/NC(=O)c1ccccc1 was read as EPAC1 agonist 6%, PLK1 PBD inh -8%, PI5P4K alpha inh 1, CCT chaperon mod -3.4, Mm-Cpn inhibitor 1%, EPAC1 antag -10%, EPAC2 antag 0% and WRN helicase inh -3%.
O=C(NCCc1cnc[nH]1)Nc1cccc(C(F)(F)F)c1 was read as EPAC1 agonist 4%, PLK1 PBD inh -9%, PI5P4K alpha inh 9, CCT chaperon mod -3.2, Mm-Cpn inhibitor -2%, EPAC1 antag -8%, EPAC2 antag -7% and WRN helicase inh -1%.
For COc1ccc(S(=O)(=O)N2CCCC2CNC(=O)C(=O)NCc2ccc(C)cc2)cc1 (stereo not given) the results were EPAC1 agonist 1%, PLK1 PBD inh 4%, PI5P4K alpha inh 4, CCT chaperon mod 0.1, Mm-Cpn inhibitor 0%, EPAC1 antag -5%, EPAC2 antag 3% and WRN helicase inh -8%.
`N#CCCn1cc(C(N)=O)c(-c2ccc3ccccc3c2)n1` gave EPAC1 agonist -3%, PLK1 PBD inh 27µM*, PI5P4K alpha inh -8, CCT chaperon mod -1.5, Mm-Cpn inhibitor -5%, EPAC1 antag 10%, EPAC2 antag 1% and WRN helicase inh 8%.
CN(C(=O)c1ccc(-c2nn(C)c(=O)c3ccccc23)cc1)C1CCCCC1 was read as EPAC1 agonist 0%, PLK1 PBD inh -16%, PI5P4K alpha inh 3, CCT chaperon mod -0.1, Mm-Cpn inhibitor 1%, EPAC1 antag -32%, EPAC2 antag -6% and WRN helicase inh -2%.
Screening COc1ccc(C(=O)NCCn2cc(SCC(=O)N3CCOCC3)c3ccccc32)cc1 returned EPAC1 agonist -2%, PLK1 PBD inh -10%, PI5P4K alpha inh -3, CCT chaperon mod 1.5, Mm-Cpn inhibitor 1%, EPAC1 antag 9%, EPAC2 antag 10% and WRN helicase inh -2%.
COC(=O)[C@H]1C[C@H](OC(=O)NCc2ccc(OC)c(OC)c2)[C@@]2(O)CN(S(=O)(=O)c3ccc(C)cc3)CC2[C@H]1C(=O)OC (stereo not given in full) was read as EPAC1 agonist 1%, PLK1 PBD inh -9%, PI5P4K alpha inh -6, CCT chaperon mod 0.9, EPAC1 antag -6%, EPAC2 antag -4% and WRN helicase inh 1%.
Screening c1ccc(Cc2nnc3sc(-c4ccccn4)nn23)cc1 returned EPAC1 agonist 9%, PLK1 PBD inh 24µM*, CCT chaperon mod -2.1, Mm-Cpn inhibitor -4%, EPAC1 antag -5%, EPAC2 antag -2% and WRN helicase inh -4%.
For NC(=O)Nc1ccc(F)cc1 the results were EPAC1 agonist 5%, PLK1 PBD inh -6%, PI5P4K alpha inh 3, CCT chaperon mod -2.8, Mm-Cpn inhibitor 0%, EPAC1 antag -10%, EPAC2 antag -6% and WRN helicase inh -5%.
`Cc1csc(=O)n1CCC(=O)OCC(=O)Nc1cc(Cl)ccc1[N+](=O)[O-]` gave EPAC1 agonist -1%, PLK1 PBD inh -1%, PI5P4K alpha inh -2, CCT chaperon mod 1.2, Mm-Cpn inhibitor -2%, EPAC1 antag -9%, EPAC2 antag -1% and WRN helicase inh -11%.
`O=C(NCc1nc2ccccc2[nH]1)c1cccc(S(=O)(=O)N2CCOCC2)c1` gave EPAC1 agonist -4%, PLK1 PBD inh -1%, CCT chaperon mod 0.3, Mm-Cpn inhibitor 0%, EPAC1 antag 10%, EPAC2 antag 11% and WRN helicase inh 5%.
Screening COc1ccc2c(c1)C(NC(C)=O)C(=O)N2C (stereo not given) returned EPAC1 agonist 0%, PLK1 PBD inh -2%, PI5P4K alpha inh 1, CCT chaperon mod -3.6, Mm-Cpn inhibitor 1%, EPAC1 antag 12%, EPAC2 antag 5% and WRN helicase inh 2%.
COC(=O)c1cc(-c2ccc(Br)cc2)c2c(=O)[nH]c(=O)n(C)c2n1 was read as EPAC1 agonist 4%, PLK1 PBD inh -13%, PI5P4K alpha inh 4, CCT chaperon mod -3.2, Mm-Cpn inhibitor 0%, EPAC1 antag inconclusive, EPAC2 antag -1% and WRN helicase inh 6%.
Screening O=C(Cc1cccc(NC(=O)C2CCCN(C(=O)C3CCCC3)C2)c1)Nc1ccc(C(=O)N2CCOCC2)cc1 (stereo not given) returned EPAC1 agonist -8%, PLK1 PBD inh -2%, PI5P4K alpha inh 4, CCT chaperon mod -1.4, EPAC1 antag 18%, EPAC2 antag 18% and WRN helicase inh 5%.
`COc1ccc(-n2c(=S)[nH]c3cc(C(=O)Nc4cc(OC)c(OC)c(OC)c4)ccc3c2=O)c(OC)c1` gave EPAC1 agonist -3%, PLK1 PBD inh 2%, PI5P4K alpha inh -1, CCT chaperon mod -8.0, Mm-Cpn inhibitor -17%, EPAC1 antag -4%, EPAC2 antag -4% and WRN helicase inh -17%.
`COC(=O)c1sc(-c2ccc(C(C)(C)C)cc2)cc1NC(=O)/C=C/C(=O)O` gave EPAC1 agonist -15%, PLK1 PBD inh inconclusive, PI5P4K alpha inh -6, CCT chaperon mod 1.4, Mm-Cpn inhibitor -4%, EPAC1 antag -16%, EPAC2 antag -8% and WRN helicase inh -4%.
Screening Fc1ccc(N2C(=S)SC(=Nc3ccccc3)C2=Nc2ccccc2)cc1 returned EPAC1 agonist 8%, PLK1 PBD inh -2%, PI5P4K alpha inh -4, CCT chaperon mod -1.3, EPAC1 antag -21%, EPAC2 antag 0% and WRN helicase inh -7%.
For Cc1ccc(OCCCSc2n[nH]c(N)n2)cc1 the results were EPAC1 agonist -3%, PLK1 PBD inh -15%, PI5P4K alpha inh 7, CCT chaperon mod -1.8, Mm-Cpn inhibitor 1%, EPAC1 antag inconclusive, EPAC2 antag 17% and WRN helicase inh -1%.

The list goes on, overlapping the part above by 2 compounds.
Screening Fc1ccc(N2C(=S)SC(=Nc3ccccc3)C2=Nc2ccccc2)cc1 returned EPAC1 agonist 8%, PLK1 PBD inh -2%, PI5P4K alpha inh -4, CCT chaperon mod -1.3, EPAC1 antag -21%, EPAC2 antag 0% and WRN helicase inh -7%.
For Cc1ccc(OCCCSc2n[nH]c(N)n2)cc1 the results were EPAC1 agonist -3%, PLK1 PBD inh -15%, PI5P4K alpha inh 7, CCT chaperon mod -1.8, Mm-Cpn inhibitor 1%, EPAC1 antag inconclusive, EPAC2 antag 17% and WRN helicase inh -1%.
`CCCc1nc2c(C)cc(Br)cn2c1Cc1cccc(F)c1` gave EPAC1 agonist 16%, PLK1 PBD inh -7%, PI5P4K alpha inh 0, CCT chaperon mod 1.2, EPAC1 antag 0%, EPAC2 antag -21% and WRN helicase inh -4%.
For COc1cccc(OC)c1C(=O)Nc1ccc(CN2CCCCC2)cc1 the results were EPAC1 agonist -9%, PLK1 PBD inh -10%, PI5P4K alpha inh -14, CCT chaperon mod -0.6, Mm-Cpn inhibitor 0%, EPAC1 antag 8%, EPAC2 antag 2% and WRN helicase inh 17%.
COCCCNC(=O)Cn1nc(-c2ccccc2OC)ccc1=O was read as EPAC1 agonist -5%, PLK1 PBD inh -4%, PI5P4K alpha inh 3, CCT chaperon mod 4.1, Mm-Cpn inhibitor -1%, EPAC1 antag 2%, EPAC2 antag 12% and WRN helicase inh -4%.
Screening Cc1ccc(S(C)(=O)=O)cc1S(=O)(=O)Nc1ccccc1 returned EPAC1 agonist -5%, PLK1 PBD inh -3%, PI5P4K alpha inh 0, CCT chaperon mod -0.6, Mm-Cpn inhibitor 0%, EPAC1 antag 8%, EPAC2 antag 9% and WRN helicase inh -19%.
COc1ccc(C2CC(=O)CCN2S(=O)(=O)c2ccc(C)cc2)cc1 (stereo not given) was read as EPAC1 agonist -2%, PLK1 PBD inh -20%, PI5P4K alpha inh -4, CCT chaperon mod -2.1, EPAC1 antag -13%, EPAC2 antag -27% and WRN helicase inh -3%.
Cc1ccc(N2CCN(C(=O)c3[nH]c(C(F)(F)F)nc3-c3ccccc3)CC2)cc1 was read as EPAC1 agonist 4%, PLK1 PBD inh 6%, PI5P4K alpha inh -1, CCT chaperon mod 0.1, EPAC1 antag -10%, EPAC2 antag 0% and WRN helicase inh -10%.
Screening Oc1ccc(-c2nc(-c3ccc(O)c(O)c3)cs2)cc1 returned EPAC1 agonist -5%, PLK1 PBD inh -4%, PI5P4K alpha inh inconclusive, CCT chaperon mod 1.3, Mm-Cpn inhibitor -3%, EPAC1 antag inconclusive, EPAC2 antag inconclusive and WRN helicase inh inconclusive.
For COc1ccc(NC(=O)COC(=O)c2cccn2C)cc1S(=O)(=O)N1CCCCC1 the results were EPAC1 agonist 3%, PLK1 PBD inh -21%, PI5P4K alpha inh 5, CCT chaperon mod -2.5, Mm-Cpn inhibitor 2%, EPAC1 antag 4%, EPAC2 antag -12% and WRN helicase inh -4%.
For COc1ccccc1NS(=O)(=O)c1cc(NC(=O)C2CCCC2)ccc1N1CCOCC1 the results were EPAC1 agonist 5%, PLK1 PBD inh 15µM*, PI5P4K alpha inh inconclusive, CCT chaperon mod -0.4, Mm-Cpn inhibitor -1%, EPAC1 antag -13%, EPAC2 antag inconclusive and WRN helicase inh -16%.
For CC(=O)Nc1ccc(N(C(=O)c2cnccn2)C(C(=O)NC2CCCCC2)c2ccc(O)cc2)cc1 (stereo not given) the results were EPAC1 agonist 5%, PLK1 PBD inh -22%, CCT chaperon mod 2.0, Mm-Cpn inhibitor -1%, EPAC1 antag 7%, EPAC2 antag 2% and WRN helicase inh -2%.
For COc1ccccc1Nc1nc(N)nc(CSc2nnc(C)s2)n1 the results were EPAC1 agonist 8%, PLK1 PBD inh -13%, PI5P4K alpha inh 1, CCT chaperon mod 0.8, EPAC1 antag 0%, EPAC2 antag -4% and WRN helicase inh -7%.
For O=C(COc1cccnc1[N+](=O)[O-])NCCc1ccc(Cl)cc1Cl the results were EPAC1 agonist 1%, PLK1 PBD inh -14%, PI5P4K alpha inh 5, CCT chaperon mod -5.0, Mm-Cpn inhibitor 3%, EPAC1 antag -10%, EPAC2 antag -5% and WRN helicase inh -1%.
CCOC(=O)C1C(C(=O)OC)=C(C(=O)OC)c2ccccc2N1S(=O)(=O)C(F)(F)F (stereo not given) was read as EPAC1 agonist 8%, PLK1 PBD inh -18%, PI5P4K alpha inh -1, CCT chaperon mod -5.6, Mm-Cpn inhibitor 2%, EPAC1 antag -5%, EPAC2 antag -6% and WRN helicase inh -1%.

An excerpt, so the mix of outcomes need not match the whole.
